# High-throughput results (PubChem)
# E coli growth: E. coli V3065 growth inhibition, primary screen, counter-screen for AddAB inhibitor project, absorbance, OD600; inhibition, % at 11.9 µM; hit rate 0.27% among 330,000; 18 h;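 active = inhibition above the campaign's mean inhibition across all tested compounds plus 3 SD, cut at about 9.9% in these data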;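 also: uninfected addAB+ strain grown without phage in ampicillin broth; 0% = DMSO wells and 100% = ciprofloxacin 0.95 µg/ml wells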
# Tat export inh: E. coli Tat export inhibitors, primary screen, MC4100, TorA-mCherry reporter, fluorescence, single point; inhibition, % at 10 µM; hit rate 0.036% among 340,000;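 active = mean replicate inhibition at least 50% and at least half of replicates individually reaching 50%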;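 also: exported cargo escapes ClpAP degradation while cytoplasmic cargo is degraded and loses fluorescence; 0% = median of neutral control wells and 100% = median of NaSCN control wells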
# MITF TRPM1 HTS: activators of MITF-driven TRPM1 promoter reporter, primary screen, cell-based, SK-MEL-5, luciferase, single point | SK-MEL-5 TRPM1-promoter luciferase, 24 h; % of positive control, neutral wells = 0 | activation, % at 12.5 µM | hit rate 0.75% among 300,000;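 active = mean activation of at least 80% with every replicate also reaching 80%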;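 also: 0% = neutral control wells and 100% = parthenolide positive control wells; values of inactives mirror those of a sister screen read the other way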
# AddAB inh: growth inhibition of E. coli expressing H. pylori AddAB, primary screen, AddAB inhibitor project, absorbance | inhibition, % at 11.9 µM | hit rate 0.29% among 330,000; in the data active = inhibition above about 12%;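 also: 0% = vehicle wells of infected cells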
# phage Ecoli inh: growth loss of phage-infected E. coli, primary screen, RecBCD inhibitor project, absorbance, with phage, HTS; hit rate 0.26% among 360,000; inhibition, % at 11.9 µM; AID 651602, 2012; in the data active = inhibition above about 11%
# CAL PDZ FP-1: CAL PDZ peptide-binding inhibitors, primary screen, biochemical, fluorescence polarization, Cer-tagged CAL PDZ, HTS | Golgi-associated PDZ and coiled-coil motif-containing protein (Homo sapiens), Q9HD26 | purified CAL PDZ, TMR-peptide fluorescence polarization, 1 h | inhibition, % at 20 µM | hit rate 0.02% among 330,000 | AID 504414, 2011;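 active = highest replicate inhibition of at least 40%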;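 also: plate controls were DMSO neutral control wells for no effect and unlabeled competitor peptide control wells for full effect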
#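 Assay system – tagged CAL PDZ protein CerCALP, purified · Timing – 1 h at RT · Compound – single point, 20 µM · Measured by – fluorescence polarization from S- and P-plane intensities, G-factor corrected · Evaluation – inhibition from polarization loss · Probe or stimulus – TMR reporter peptide T*-PRC34 · Buffer or medium – pH 7.4 phosphate-saline buffer, reducing agent, detergent, IgG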
# SR-BI DiI inh: inhibitors of SR-BI mediated HDL lipid uptake, primary screen, ldlA[mSR-BI] cells, fluorescence, single point; inhibition, % at 12.5 µM; ldlA[mSR-BI] CHO cells, DiI-HDL uptake fluorescence, 3 h; hit rate 0.96% among 320,000; AID 488896, 2010; Scavenger receptor class B member 1 (Mus musculus), Q61009;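 active = mean replicate inhibition of at least 70% and a set share of replicates each scoring 70 or more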;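 also: 0% = median of neutral control wells and 100% = median of positive control wells; values of inactives mirror those of a sister screen read the other way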
# Target sequence (Q61009 whole entry, looked up): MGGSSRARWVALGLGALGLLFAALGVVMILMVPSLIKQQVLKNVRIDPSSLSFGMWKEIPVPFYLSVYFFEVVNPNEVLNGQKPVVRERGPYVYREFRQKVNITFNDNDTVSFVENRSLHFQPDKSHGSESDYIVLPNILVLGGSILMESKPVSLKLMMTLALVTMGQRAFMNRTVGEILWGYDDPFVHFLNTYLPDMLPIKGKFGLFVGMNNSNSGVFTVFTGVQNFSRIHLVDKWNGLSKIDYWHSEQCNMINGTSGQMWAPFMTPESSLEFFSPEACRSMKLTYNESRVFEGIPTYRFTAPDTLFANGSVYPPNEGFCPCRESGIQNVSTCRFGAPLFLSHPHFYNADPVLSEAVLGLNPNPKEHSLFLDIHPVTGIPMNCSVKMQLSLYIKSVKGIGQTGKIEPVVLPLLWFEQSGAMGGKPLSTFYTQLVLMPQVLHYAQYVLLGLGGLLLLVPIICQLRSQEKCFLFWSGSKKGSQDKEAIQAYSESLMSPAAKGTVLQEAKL
# SR-BI DiI-HDL act: activators of SR-BI mediated DiI-HDL uptake, primary screen, ldlA[mSR-BI] CHO cells, DiI fluorescence; 3 h; 100 = double the neutral-control signal; activation, % at 12.5 µM; hit rate 0.096% among 320,000; AID 504775, 2011;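 active = mean replicate activation of at least 60% and every replicate at or above 60%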;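 also: 0% = median plate neutral-control signal and 100% = twice that signal; values of inactives mirror those of a sister screen read the other way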
#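 Test system: SR-BI-overexpressing, LDLR-lacking CHO cells. Measured by: DiI fluorescence, bottom read. Medium: Ham's F12 with 0.5% BSA, HEPES 25 mM, pH 7.4. Timing: 3 h uptake period with compound, 37 °C.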
# CAL PDZ FP-2: untagged CAL PDZ binding inhibitors, primary screen, biochemical, fluorescence polarization, HTS | Golgi-associated PDZ and coiled-coil motif-containing protein (Homo sapiens), Q9HD26 | purified CAL PDZ, TMR-peptide fluorescence polarization, 1 h | inhibition, % at 24.9 µM | hit rate 0.92% among 300,000 | AID 602252, 2012;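 active = mean inhibition of at least 30% with at least half of replicates also reaching 30%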;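 also: 0% = DMSO neutral control and 100% = excess unlabeled competitor peptide PRC23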
# Wnt act: Wnt/beta-catenin pathway activators, primary screen, cell-based, plate reader, single point; Wnt/beta-catenin reporter cell assay, activator; activation, % at 9.35 µM; hit rate 1.2% among 300,000; in the data active = activation above about 30%, passing the limit was not always enough;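 also: 0% = neutral control wells and 100% = positive control wells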
# * hit, by the source's call; / = no result given. Compounds were not picked by outcome. About 3.6% of those tested had a hit in this group.
SMILES,E coli growth,Tat export inh,MITF TRPM1 HTS,AddAB inh,phage Ecoli inh,CAL PDZ FP-1,SR-BI DiI inh,SR-BI DiI-HDL act,CAL PDZ FP-2,Wnt act
O=C(COc1ccc(-n2cnnn2)cc1)Nc1ccc(F)c(F)c1F,-1.1,-9,16,0.1,1.7,-1.8,3,-3,/,0
CCOP(=O)(OCC)c1nc(-c2ccc(Cl)cc2Cl)oc1N1CCCCC1,0.2,11,-9,6.5,0.8,-0.9,34,-34,3,-3
CN(C)S(=O)(=O)c1ccc(C(=O)Nc2nc(-c3ccccc3)c(C(=O)c3ccccc3)s2)cc1,0.7,25,9,3.2,3.6,-2.0,1,-1,3,0
O=Cc1cccc(OC(=O)/C=C/c2ccco2)c1,1.0,-4,/,-0.4,2.9,-1.3,0,0,-5,9
Cc1nc(-c2nc(-c3c(C(=O)NN)noc3C)cs2)cs1,0.6,2,35,1.8,1.8,-2.5,12,-12,-3,16
O=C(CN(C(=O)c1csnn1)c1ccc2c(c1)OCCO2)NCc1ccccc1,-0.4,5,18,1.7,-0.5,-2.6,15,-15,-2,-2
CN1C(=O)CSC1=Nc1ccc(Br)cc1,-0.2,-4,-7,2.4,0.9,0.4,-11,11,0,1
Cc1noc(C)c1NC(=O)Nc1ccc2c(c1)C(=O)N([C@H](C)CO)C[C@H](C)[C@@H](CN(C)S(=O)(=O)c1ccc(F)cc1)O2,-0.5,-4,2,1.4,-0.5,0.1,-32,32,-1,-3
O=C1COc2ccc(C(=O)CSc3nnc(-c4cccs4)n3Cc3ccccc3)cc2N1,-3.5,-3,5,-1.2,1.1,-3.7,-4,4,-1,-7
CC(=O)OCC1OC(OC(C)=O)C(NC(=O)Cc2ccccc2)C(OC(C)=O)C1OC(C)=O (centres undefined),2.8,-12,-6,3.2,3.0,0.0,-21,21,/,3

# Continued (2 carried over from the part before).
SMILES,E coli growth,Tat export inh,MITF TRPM1 HTS,AddAB inh,phage Ecoli inh,CAL PDZ FP-1,SR-BI DiI inh,SR-BI DiI-HDL act,CAL PDZ FP-2,Wnt act
O=C1COc2ccc(C(=O)CSc3nnc(-c4cccs4)n3Cc3ccccc3)cc2N1,-3.5,-3,5,-1.2,1.1,-3.7,-4,4,-1,-7
CC(=O)OCC1OC(OC(C)=O)C(NC(=O)Cc2ccccc2)C(OC(C)=O)C1OC(C)=O (centres undefined),2.8,-12,-6,3.2,3.0,0.0,-21,21,/,3
O=C(COc1cc(F)ccc1[N+](=O)[O-])Nc1ccc(N2CCOCC2)cc1,0.0,0,0,0.2,-0.6,-1.0,-8,8,-1,2
COc1ccccc1N1CCN(/N=C/c2cccc(OC)c2O)CC1,-0.3,-1,75,-0.8,4.0,-2.2,27,-27,-1,44*
Fc1cccc(NC(=S)N2CCn3cccc3C2c2cccnc2)c1 (centres undefined),1.4,-1,-9,-0.2,2.5,-2.6,2,-2,-2,-1
CC(C)CCNC(=O)c1cc([N+](=O)[O-])ccc1N1CCOCC1,0.2,-8,-7,1.0,1.8,0.3,/,/,-6,/
Cc1ccc(N(CC(=O)NCc2ccc(F)cc2)S(=O)(=O)c2c(C)nn(C)c2C)cc1,-0.8,-11,7,0.3,-0.9,-4.0,-4,4,-5,-4
COc1ccccc1C(=O)COC(=O)CCCN=C1NS(=O)(=O)c2ccccc21,2.4,-7,16,-1.7,2.4,-1.0,20,-20,3,-1
CCOC(=O)c1cnc2c(Cl)c(Cl)ccc2c1NCCN1CCOCC1,-0.2,8,9,-0.3,2.8,-1.4,20,-20,-3,4
c1ccc(Oc2nc(Oc3ccccc3)nc(N3CCOCC3)n2)cc1,-0.4,2,/,4.8,1.8,-2.1,1,-1,/,/
NC(=O)C1CC(=O)N(CCc2ccc(F)cc2)C1 (centres undefined),-0.1,-1,11,4.8,1.6,-1.6,-19,19,-3,-1
COc1ccc(/C=C/C(=O)Nc2sc(Cc3ccccc3)c(C)c2C(N)=O)cc1,-1.5,16,1,3.5,4.0,-2.7,18,-18,2,/
Cc1occc1C(=O)NC1CCCCCCC1,-5.0,17,6,1.5,3.1,0.2,-10,10,-1,/
COc1ccccc1NC(=O)NC1(C(=O)N2CCC(C)CC2)CCCCC1,-1.6,5,10,0.8,0.3,-1.2,-4,4,-3,-3
CN(C)c1ccc(C(CNC(=O)c2ccccc2F)c2c[nH]c3ccccc23)cc1 (centres undefined),-0.3,2,-5,3.4,0.4,-1.3,-17,17,-4,-4
COc1cccc(/C(O)=C2/C(=O)C(=O)N(CCN3CCOCC3)C2c2cccs2)c1 (centres undefined),-0.5,-5,2,0.5,0.6,-1.2,-10,10,1,0
CCC1CCCCN1C(=S)Nc1ccc(OC(F)F)cc1 (centres undefined),0.9,-6,2,3.5,3.3,-2.7,8,-8,-4,9
COc1cc(/C=N/Nc2cccc(C)c2)cc(Br)c1O,/,0,-5,/,-1.5,0.8,8,-8,-1,-1
CCCN(CC(=O)Nc1ccc(C(C)=O)cc1)CC(=O)Nc1ccccc1C,-1.4,24,5,2.7,3.6,-2.1,20,-20,-7,/
Cn1c(=O)cc(SCC(=O)NCCCN2CCOCC2)c2ccc(Cl)cc21,0.8,1,14,1.8,2.2,-0.2,20,-20,-3,/
CCc1csc(CCNC(=O)C2CCC(=O)N(CCOC)C2)n1 (centres undefined),-1.3,-4,6,4.2,4.0,-2.7,-7,7,0,1
S=C(Nc1cc(Cl)cc(Cl)c1)N1CCN(c2ccccn2)CC1,/,29,-12,/,0.7,-0.1,9,-9,14,0
O=C(NCCN1CCOCC1)c1ccc2c(c1)N(Cc1ccc(F)cc1)C(=O)c1ccccc1S2(=O)=O,-1.0,1,-3,3.6,0.9,-3.0,-1,1,-3,-5
Fc1ccccc1C(c1nnnn1C1CCCC1)N1CCN(Cc2ccccc2)CC1 (centres undefined),-2.1,7,-3,0.8,3.6,-0.6,10,-10,-3,/
CC(=O)NC(Cc1ccccc1)C(=O)NC(Cc1ccccc1)C(=O)O (centres undefined),-1.4,-8,12,0.8,2.9,-2.1,-33,33,8,0
COc1ccc(NC(=O)CN2C(=O)NC3(CC(C)CC(C)(C)C3)C2=O)cc1S(=O)(=O)N1CCCCC1 (centres undefined),1.1,-2,8,-0.2,-2.5,-2.2,18,-18,1,-1
O=C(NCC(=O)N1CCN(c2ccccc2)CC1)c1ccco1,-1.3,-9,10,3.7,3.9,-1.6,-15,15,0,2
COc1cc(OC)c2ccc(=O)oc2c1C(CC(=O)N1CCCC1)c1ccc(N(C)C)cc1 (centres undefined),1.9,-4,-2,-2.3,0.2,-1.6,-23,23,-7,-3
O=C(NCc1cccs1)C1CCN(C(=O)NCc2ccccc2)CC1,0.4,-1,/,1.8,0.1,-0.8,22,-22,-3,-7
Cc1ccnc(-n2c(C)cc(C=O)c2C)c1,-1.5,-4,-2,5.0,1.4,-0.2,-10,10,3,-1
CNC(=O)c1cc2cc(OC)ccc2oc1=O,-1.1,-5,-2,0.9,/,-1.8,-48,48,-5,1
O=C(Nc1ccc(N2CCOCC2)nc1)c1ccccc1Cl,4.0,-7,54,2.5,2.4,-0.9,7,-7,0,21
O=[N+]([O-])c1ccc2c(c1)nc1n2CCN(CC2CCCO2)C1 (centres undefined),1.5,-2,20,3.8,-1.2,0.7,-10,10,-4,1
COc1ccc(/C=C/C(=O)N2CCN(S(=O)(=O)c3ccccc3Br)CC2)cc1OC,-2.8,0,6,0.0,5.3,-1.1,40,-40,-1,-2
CC(C)(C)c1ccc(C(=O)NC(=O)COC(=O)c2ccc(Br)o2)cc1,0.3,0,-1,-0.6,6.3,-0.5,-9,9,-6,0
Cc1ccnc(NC(=O)Nc2ccc3c(c2)OCO3)c1,-0.8,5,-5,1.9,3.7,-1.7,-5,5,-4,24
COc1cccc(CNC(=O)CNC(=O)N2CC(=O)Nc3ccccc32)c1,1.2,2,-3,2.5,2.2,0.0,-6,6,2,1
CS(=O)(=O)N(Cc1ccc(Cl)cc1)c1ccc(C(=O)NCC2CCCO2)cc1 (centres undefined),-2.4,-4,0,1.4,4.7,-1.1,16,-16,/,-1
COc1ccc(Nc2cc(Cl)nc(N)n2)cc1OC,3.2,4,0,3.8,1.4,0.0,7,-7,-3,0
CCn1c(N2CCN(S(=O)(=O)c3ccc(Cl)cc3)CC2)nc2ccccc21,-1.0,10,-8,1.1,-1.0,-0.6,17,-17,3,-1
CCCCN(CCCC)CCNC(=O)CNC(=O)c1cccs1,-3.2,11,-9,-0.4,0.5,-0.5,0,0,/,-6
Cc1ccc(C(=O)OCC(=O)Nc2ccc(F)c(Cl)c2)o1,-2.6,-7,4,-1.4,1.9,-1.0,17,-17,/,3
COc1ccccc1C(=O)NCC(=O)N1CCN(C/C=C/c2ccccc2)CC1,-0.1,-9,-8,0.7,0.9,-1.1,29,-29,/,-2
CC(C)(C)c1ccc(Oc2ccc(NC(=O)c3cccs3)cn2)cc1,3.2,4,-6,4.5,4.6,0.1,13,-13,4,-1
Cc1cnn(C(=S)NCc2ccc(Cl)cc2)c1,0.2,/,/,0.3,0.4,/,/,/,/,-2
CC(C)OC(=O)/C(=C/c1ccc2c(c1)c1ccccc1n2C)NC(=O)c1ccccc1,1.1,7,31,4.4,3.5,0.7,28,-28,-1,28
CC(C)(C)NC(=O)C(c1cccnc1)N(C(=O)c1csnn1)c1ccccc1 (centres undefined),3.2,-8,11,1.8,3.2,-0.7,-14,14,/,-1
CCOC(=O)c1sc(NC(=O)Nc2ccccc2Cl)cc1C,6.0,-4,33,4.4,7.7,-0.9,28,-28,/,13
CC(Sc1nnc2ccccn12)C(=O)Nc1ccc2c(c1)OCO2 (centres undefined),1.7,-9,8,1.6,3.7,0.3,2,-2,/,-2
CCS(=O)(=O)N1CCC(C(=O)Oc2ccccc2)CC1,-1.0,8,-6,1.2,0.7,/,-20,20,-4,-3
CCOC(=O)Cn1cnc2c(C#N)c3n(c2c1=O)CCCCC3,0.7,2,/,2.9,2.4,1.0,-26,26,1,-3
CCOC(=O)N1CCN(c2c(NCC3CCN(Cc4cccc(C)c4)CC3)c(=O)c2=O)CC1,-0.9,-1,-10,-0.3,3.0,-0.1,-1,1,/,-4
COC(=O)c1ccc(CNC(=O)Cn2nnnc2CN(C)C(C)C)cc1,-0.4,3,/,2.3,0.9,1.5,-17,17,5,3
